ALOX12 inh: blocks human arachidonate 12S-lipoxygenase; purified 12hLO, xylenol orange hydroperoxide absorbance; Potency, µM (titrated, usually from 108 µM), for the others: at the highest dose activity change, negative = inhibition, actives largely listed as inhibitors; actives 1.1% (n = 580,000)
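Hydroperoxide product was detected by ferrous iron/xylenol orange as the 573 to 405 nm absorbance ratio. Arachidonic acid at 40 uM (final) was turned over for 30 min at room temperature by 150 nM human 12hLO, pH 7.0 Hepes buffer, after 15 min compound preincubation.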
GLS inhibitor: blocks human kidney-isoform glutaminase activity | O94925 | GLS enzymatic activity, qHTS titration | Potency, µM (top dose mostly 45.5 µM), inactives show at the top dose activity change, negative = inhibition, usual class: inhibitors | actives 0.21% (n = 410,000) | AID 624170
Target sequence (O94925 whole entry, looked up, canonical isoform): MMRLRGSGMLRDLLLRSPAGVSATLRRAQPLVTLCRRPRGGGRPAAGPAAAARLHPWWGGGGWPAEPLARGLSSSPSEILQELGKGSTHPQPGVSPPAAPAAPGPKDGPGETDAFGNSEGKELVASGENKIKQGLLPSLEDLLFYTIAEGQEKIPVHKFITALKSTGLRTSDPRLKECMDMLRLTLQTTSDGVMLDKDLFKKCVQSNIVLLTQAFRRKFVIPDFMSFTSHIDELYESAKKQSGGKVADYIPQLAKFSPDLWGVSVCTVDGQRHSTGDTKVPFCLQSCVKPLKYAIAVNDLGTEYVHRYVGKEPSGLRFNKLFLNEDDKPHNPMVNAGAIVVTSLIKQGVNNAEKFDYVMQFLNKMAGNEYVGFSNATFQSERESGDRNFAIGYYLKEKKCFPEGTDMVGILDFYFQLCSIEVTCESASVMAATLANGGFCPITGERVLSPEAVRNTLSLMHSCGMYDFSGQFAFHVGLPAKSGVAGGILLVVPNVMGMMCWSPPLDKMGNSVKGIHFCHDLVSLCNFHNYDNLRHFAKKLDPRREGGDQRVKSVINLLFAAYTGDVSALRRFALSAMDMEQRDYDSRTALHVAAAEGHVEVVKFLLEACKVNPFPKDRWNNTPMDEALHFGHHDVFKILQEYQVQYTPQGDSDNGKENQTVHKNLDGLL
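Enzyme dispensed in phosphate buffer (45 mM, pH 8.2, 0.02% Tween-20), compounds pinned in, then 1 mM L-glutamine solution and the glutamate oxidase–HRP–Amplex Red mix added; fluorescence read immediately and again after 30 min at room temperature.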
Active calls of the source: *; [ ] = remark or other dose. The call rests on the fitted dose curve; in most records, active means well fitted inhibition curve with a large enough effect; inconclusive means small, poorly fitted or top-dose-only effect, or another doubt; inactive means no such curve, though single readings can be large or run the other way. On the % scale 0 is the no-effect control and ±100 the full control effect; potency means the concentration at half of the fitted maximal effect.

What do the screens show for `O=C1NC[C@@H](CCCCN2C[C@H](Cc3ccccc3)N(CCc3ccc(O)cc3)C(=O)C2=O)N(CC2CCCCC2)C1=O`?
ALOX12 inh: inconclusive; GLS inhibitor: 6%

What do the screens show for `CC1(C(=O)O)CCCN(C(=O)C2(c3ccc(Cl)cc3)CCCC2)C1` (stereo not drawn)?
ALOX12 inh: -10%; GLS inhibitor: -5%

What do the screens show for `CC(=O)Nc1ccc(NC(=O)c2ccc(-c3c(C)noc3C)c3ccoc23)cc1`?
ALOX12 inh: -5%; GLS inhibitor: 11%

Results for COCCCN1C(=O)C(CC(=O)NCCCCc2ccccc2)CC(C(=O)N(C(C)C)C(C)C)=C1C (stereo not drawn) ?
ALOX12 inh: 4%; GLS inhibitor: -1%

Results for Cc1ccc(CN2C(=O)CCC2(C)c2nnnn2-c2ccc3c(c2)OCCO3)cc1 (stereo not drawn) ?
ALOX12 inh: -7%; GLS inhibitor: 0%

What do the screens show for `COC1=Nc2ccccc2N2CCN=C12`?
ALOX12 inh: -2%; GLS inhibitor: -20%

Results for O=C1N2CCCCC1(Sc1ccccc1)CCC2 (stereo not drawn) ?
ALOX12 inh: -17%; GLS inhibitor: 1%

What do the screens show for `O=C(NCCO)c1cccc(-c2cnc3cccnn23)c1`?
ALOX12 inh: -23%; GLS inhibitor: 1%

Results for CC(O)(c1cccc(F)c1)c1nc(-c2ccc(Cl)cc2)cs1 (stereo not drawn) ?
ALOX12 inh: inconclusive; GLS inhibitor: 1%

What do the screens show for `CNc1cncc(-c2c(OC)cccc2OC)n1`?
ALOX12 inh: 4%; GLS inhibitor: -6%

Results for CCCCN1CC(N2CCN(C(=O)c3ccco3)CC2)CS1(=O)=O (stereo not drawn) ?
ALOX12 inh: -25%; GLS inhibitor: 5%

Results for CN(Cc1ccccc1)C(=O)Cn1nnc(-c2ccccc2)c1COc1ccc2ccccc2c1 ?
ALOX12 inh: 8%; GLS inhibitor: -3%

Grouped by structure, the compounds so far with four or more nitrogen atoms.
What do the screens show for `O=C1NC[C@@H](CCCCN2C[C@H](Cc3ccccc3)N(CCc3ccc(O)cc3)C(=O)C2=O)N(CC2CCCCC2)C1=O`?
ALOX12 inh: inconclusive; GLS inhibitor: 6%

Results for Cc1ccc(CN2C(=O)CCC2(C)c2nnnn2-c2ccc3c(c2)OCCO3)cc1 (stereo not drawn) ?
ALOX12 inh: -7%; GLS inhibitor: 0%

What do the screens show for `O=C(NCCO)c1cccc(-c2cnc3cccnn23)c1`?
ALOX12 inh: -23%; GLS inhibitor: 1%

Results for CN(Cc1ccccc1)C(=O)Cn1nnc(-c2ccccc2)c1COc1ccc2ccccc2c1 ?
ALOX12 inh: 8%; GLS inhibitor: -3%

Later entries.
What do the screens show for `O=C(Nc1ccccc1)C1Cc2c(-c3ccccc3Oc3ccccc3)ccnc2O1` (stereo not drawn)?
ALOX12 inh: inconclusive; GLS inhibitor: 4%

What do the screens show for `COc1cccc(-c2nc3nc(C)cc(C)n3c2Nc2ccc3c(c2)OCCO3)c1`?
ALOX12 inh: inconclusive; GLS inhibitor: 19%

Results for CCOC1=C2[C@H](c3ccccc3)N(S(=O)(=O)c3ccccc3)C[C@H]2n2c(=O)n(-c3ccccc3)c(=O)n2C1 ?
ALOX12 inh: inconclusive; GLS inhibitor: -3%

Results for CC(C)Nc1nc(NCCOc2ccccc2Cl)c2sc(-c3ccccc3)cc2n1 ?
ALOX12 inh: inconclusive; GLS inhibitor: 0%

Results for CCN1C(=O)[C@@H]2[C@@H]3CN(S(=O)(=O)c4ccc(C)cc4)[C@@H](c4ccccc4F)[C@@H]3C(=O)C[C@@H]2C1=O ?
ALOX12 inh: -5%; GLS inhibitor: 5%

How did O=C(Cc1cccc2c(=O)cc(-c3ccccc3)oc12)OCCN1CCOCC1 do in these assays?
ALOX12 inh: inconclusive; GLS inhibitor: 1%

Results for CCCCN(C(C)=O)c1c(CC)nc2ccc(C(=O)Nc3cccc(OCC(=O)N(C)C)c3)cn12 ?
ALOX12 inh: -2%; GLS inhibitor: 0%

What do the screens show for `CCC(c1nnnn1-c1ccc2c(c1)OCCO2)N1CCN(CC)CC1` (stereo not drawn)?
ALOX12 inh: -9%; GLS inhibitor: 2%

How did CCCN(C)C[C@H]1OCc2cnnn2CCCC(=O)N([C@H](C)CO)C[C@@H]1C do in these assays?
ALOX12 inh: 0%; GLS inhibitor: 14%

Results for CC1CCN(CCCC(=O)c2ccc(F)cc2)CC1 ?
ALOX12 inh: 22%; GLS inhibitor: 17%

Results for O=C(Nc1ccccc1)c1cc(C2CCCN(C(=O)c3ccc4c(c3)CCO4)C2)on1 (stereo not drawn) ?
ALOX12 inh: -3%; GLS inhibitor: 4%

What do the screens show for `CCCCCCCCN1C(=O)[C@H](CC(=O)NCc2ccc(C)o2)C[C@@]2(C(=O)OC)CCCCC=C12`?
ALOX12 inh: 35µM*; GLS inhibitor: -27%

Retrieved by compound from above, 3 records:
Results for CCCCN(C(C)=O)c1c(CC)nc2ccc(C(=O)Nc3cccc(OCC(=O)N(C)C)c3)cn12 ?
ALOX12 inh: -2%; GLS inhibitor: 0%

Results for CCN1C(=O)[C@@H]2[C@@H]3CN(S(=O)(=O)c4ccc(C)cc4)[C@@H](c4ccccc4F)[C@@H]3C(=O)C[C@@H]2C1=O ?
ALOX12 inh: -5%; GLS inhibitor: 5%

Results for CCCCN1CC(N2CCN(C(=O)c3ccco3)CC2)CS1(=O)=O (stereo not drawn) ?
ALOX12 inh: -25%; GLS inhibitor: 5%

Further structures follow:
How did O=S(=O)(O)NC1CCCCC1 do in these assays?
ALOX12 inh: -37%; GLS inhibitor: -2%

What do the screens show for `CC(C)C[C@@H]1O[C@H](CCc2ccccc2)Cc2[nH]c(=S)[nH]c(=O)c21`?
ALOX12 inh: inconclusive; GLS inhibitor: 2%

How did COC(=O)[C@]1(Sc2ccc(C)cc2)CC(=O)N[C@@H]1c1ccco1 do in these assays?
ALOX12 inh: inconclusive; GLS inhibitor: -2%

How did COc1ccc(C(O)c2nc(-c3ccc4c(c3)OCO4)cs2)cc1 (stereo not drawn) do in these assays?
ALOX12 inh: -15%; GLS inhibitor: -1%

How did Cc1ccccc1-c1cnc(C(O)c2ccc(C(C)(C)C)cc2)[nH]1 (stereo not drawn) do in these assays?
ALOX12 inh: -19%; GLS inhibitor: 4%

How did COCCNC(=O)c1ccc(-c2ccc(OC)cc2C)c2ccoc12 do in these assays?
ALOX12 inh: 19%; GLS inhibitor: -10%

Results for COc1ccc(C=C2CCc3ccccc3C2=O)cc1 ?
ALOX12 inh: 0%; GLS inhibitor: -2%

How did CNc1cc(-c2cc(OC)ccc2OC)ncn1 do in these assays?
ALOX12 inh: 1%; GLS inhibitor: 0%

How did CCNC(=O)C1(C)CCN(C(=O)C(c2ccccc2)c2ccccc2)C1 (stereo not drawn) do in these assays?
ALOX12 inh: 6%; GLS inhibitor: -2%

What do the screens show for `Nc1ncc(-c2ccc(-c3ccccc3)cc2F)cc1-c1ccccc1F`?
ALOX12 inh: -9%; GLS inhibitor: -17%

What do the screens show for `Cc1ccccc1S(=O)(=O)NC(=O)C1(C)CCN1C(=O)CC1CCCC1` (stereo not drawn)?
ALOX12 inh: inconclusive; GLS inhibitor: 0%

What do the screens show for `Cc1noc(C)c1S(=O)(=O)N1CCCCC1c1cc(C(=O)Nc2cccc3c2CCCC3)no1` (stereo not drawn)?
ALOX12 inh: -2%; GLS inhibitor: 1%

Results for CSCCC(c1nnnn1C1CCCCC1)N1CCN(C/C=C/c2ccccc2)CC1 (stereo not drawn) ?
ALOX12 inh: -25%; GLS inhibitor: -4%

Results for Cn1ccc2c(N3CCCCCC3)cc3c(c21)C1CCC3O1 (stereo not drawn) ?
ALOX12 inh: inconclusive; GLS inhibitor: 22%

How did CCOC(=O)C1(C)CCCN1C(=O)c1ccc2ccccc2c1 (stereo not drawn) do in these assays?
ALOX12 inh: 19%; GLS inhibitor: 10%

What do the screens show for `O=C(NCc1ccc(Cl)nc1)c1csc([C@@H]2O[C@H](CO)[C@H](O)[C@H](O)[C@H]2O)n1`?
ALOX12 inh: -5%; GLS inhibitor: 9%

What do the screens show for `Fc1cccc(Cc2c(-c3ccccc3)nc3c(Cl)cc(C(F)(F)F)cn23)c1`?
ALOX12 inh: inconclusive; GLS inhibitor: 0%

How did COc1ccc(Br)c(Cn2c(C)c(C(=O)NCCC#N)sc2=O)c1 do in these assays?
ALOX12 inh: 8%; GLS inhibitor: 8%

Results for CCc1nc2ccc(C(=O)Nc3cccc(OC)c3)cn2c1N(CC)CCN(C)C ?
ALOX12 inh: 4%; GLS inhibitor: 18%

What do the screens show for `CCOC(=O)Cn1cccc1-c1nc(-c2ccc(OC)cc2)c(-c2ccc(OC)cc2)s1`?
ALOX12 inh: inconclusive; GLS inhibitor: 1%

Results for O=C(O)CCNC(=O)c1ccc(N=Nc2ccc(O)c(C(=O)O)c2)cc1 ?
ALOX12 inh: 34µM*; GLS inhibitor: 3%

Results for CCc1nc2c(OCc3c(C)noc3C)cccn2c1N(C=O)Cc1ccccc1 ?
ALOX12 inh: 13%; GLS inhibitor: -2%

How did CCc1nc2ccc(C(=O)Nc3cccc(OC)c3)cn2c1N(CCC(C)C)CCN(C)C do in these assays?
ALOX12 inh: -7%; GLS inhibitor: 16%

How did CCOC(=O)N(C)c1c(CC)nc2c(OCc3ccc(S(C)(=O)=O)cc3)cccn12 do in these assays?
ALOX12 inh: 0%; GLS inhibitor: -4%

How did COc1cccc(CNC(=O)c2cc3c(c(-c4cccc(-c5cccc(C#N)c5)c4)n2)[C@H](CCO)N(S(=O)C(C)(C)C)C3)c1 (stereo partly drawn) do in these assays?
ALOX12 inh: -19%; GLS inhibitor: 9%

What do the screens show for `CCc1nc2c(OCc3ccc(OC(F)F)cc3)cccn2c1N(C)C(=O)c1ccco1`?
ALOX12 inh: inconclusive; GLS inhibitor: 0%

How did Clc1cccc(Cc2c(-c3ccco3)nc3ccc(Br)cn23)c1 do in these assays?
ALOX12 inh: 11µM*; GLS inhibitor: 11µM*

What do the screens show for `CC(C)CNc1ncnc2c1ncn2[C@H]1CN(Cc2cccc3ccccc23)C[C@@H](CO)O1`?
ALOX12 inh: inconclusive; GLS inhibitor: -5%

What do the screens show for `CN(Cc1ccncc1)C(=O)[C@@H]1CCCN1C(=O)[C@@H]1CCCN1`?
ALOX12 inh: -13%; GLS inhibitor: 3%

What do the screens show for `CCCNC(=O)C1(C)CCN(C(=O)c2cc(C)n(C(C)(C)C)n2)C1` (stereo not drawn)?
ALOX12 inh: -2%; GLS inhibitor: 3%

How did O=C(Nc1ccc(F)c(Cl)c1)c1cc(C2CCCCN2C(=O)CCc2ccccc2)on1 (stereo not drawn) do in these assays?
ALOX12 inh: -44%; GLS inhibitor: inconclusive

What do the screens show for `COC(=O)CCCn1cc(CN2CC(N3CCN(Cc4ccccc4F)CC3)CS2(=O)=O)nn1` (stereo not drawn)?
ALOX12 inh: inconclusive; GLS inhibitor: -12%

How did Cc1ccc(C)c(C(O)c2ncc(-c3cccc4ccccc34)[nH]2)c1 (stereo not drawn) do in these assays?
ALOX12 inh: 1%; GLS inhibitor: 4%

Results for COCCN1C(=O)COc2ccccc2C1C(=O)Nc1c(C)cccc1C (stereo not drawn) ?
ALOX12 inh: inconclusive; GLS inhibitor: -7%

How did CCS(=O)(=O)N1Cc2cc(C(=O)N(C)C)nc(-c3cccc(-c4ccc(F)cc4)c3)c2[C@@H]1CCO do in these assays?
ALOX12 inh: -24%; GLS inhibitor: 1%

How did CNc1cc(-c2ccc(CC#N)cc2)ncn1 do in these assays?
ALOX12 inh: -14%; GLS inhibitor: -3%

Results for Cc1ccc(CNC(=O)[C@H]2O[C@@H](n3cnc4c(N)ncnc43)[C@H](O)[C@@H]2O)o1 ?
ALOX12 inh: inconclusive; GLS inhibitor: 5%

Results for CC1(Oc2ccccc2)CCN(Cc2csc3ccccc23)C1 (stereo not drawn) ?
ALOX12 inh: -24%; GLS inhibitor: 14%

What do the screens show for `CC(=O)N1Cc2cc(C(=O)NCC(F)(F)F)nc(-c3cccc(-c4cccnc4)c3)c2[C@H]1CCO`?
ALOX12 inh: 3%; GLS inhibitor: -19%

Results for OC[C@@H]1CN(Cc2cccs2)C[C@H](n2cnc3c(NC4CCC4)ncnc32)O1 ?
ALOX12 inh: 1%; GLS inhibitor: 1%

What do the screens show for `Cc1ccc(F)cc1C(=O)N1CCOCC1c1cc(C(=O)Nc2ccccc2)no1` (stereo not drawn)?
ALOX12 inh: -1%; GLS inhibitor: 6%

Results for O=C(NCc1cccs1)c1ccc2sc([C@@H]3O[C@H](CO)[C@H](O)[C@H](O)[C@H]3O)nc2c1 ?
ALOX12 inh: inconclusive; GLS inhibitor: 1%

What do the screens show for `CCOC(=O)C1(C)CCN1C(=O)c1cccc2ccccc12` (stereo not drawn)?
ALOX12 inh: 3%; GLS inhibitor: 3%

What do the screens show for `Cn1ccc2c(-c3ccc(C(N)=O)cc3)cc3c(c21)C1CCC3O1` (stereo not drawn)?
ALOX12 inh: -23%; GLS inhibitor: 4%

How did O=C(NCCN1CCC(n2c(=O)[nH]c3ccccc32)CC1)c1ccc(Cl)cc1Cl do in these assays?
ALOX12 inh: inconclusive; GLS inhibitor: 9%

How did Cn1ccc2c(N3c4ccccc4CCc4ccccc43)cc3c(c21)C1CCC3C1 (stereo not drawn) do in these assays?
ALOX12 inh: -50%; GLS inhibitor: -15%

What do the screens show for `CC(=O)Nc1cnc(-c2ccccc2C(F)(F)F)cn1`?
ALOX12 inh: 21%; GLS inhibitor: -1%

What do the screens show for `O=C(Nc1c(-c2ccc(Cl)cc2)[nH][nH]c1=O)c1ccccc1Cl`?
ALOX12 inh: inconclusive; GLS inhibitor: 60%[activator]

Bioassay records (PubChem)

The list is partial (hit frequency here may not be typical).
